EPAC2 antagonist: EPAC2 (human) antagonism; Q8WZA2; EPAC2 GEF exchange of Rap1B-BODIPY-GDP, fluorescence; Potency, µM (highest dose often 114 µM), without a hit: top-dose activity, negative = inhibition, hits mostly inhibitors; actives 0.18% (n = 360,000); note: % is set by controls: 0 for no effect and ±100 for the full control effect; nearly all actives have a fitted effect of over 45% in size; many of its hits are not listed in these tables
EPAC1 ag: EPAC1 (human) agonism; O95398; actives 0.073% (n = 360,000); EPAC1 agonist qHTS, biochemical assay; response scale: 100% = response to 6.5 mM cAMP; Potency, µM (highest dose often 154 µM), without a hit: top-dose activation, hits mostly activators; note: nearly all actives have a fitted effect of over 60% in size
Target sequence (O95398 whole entry, looked up): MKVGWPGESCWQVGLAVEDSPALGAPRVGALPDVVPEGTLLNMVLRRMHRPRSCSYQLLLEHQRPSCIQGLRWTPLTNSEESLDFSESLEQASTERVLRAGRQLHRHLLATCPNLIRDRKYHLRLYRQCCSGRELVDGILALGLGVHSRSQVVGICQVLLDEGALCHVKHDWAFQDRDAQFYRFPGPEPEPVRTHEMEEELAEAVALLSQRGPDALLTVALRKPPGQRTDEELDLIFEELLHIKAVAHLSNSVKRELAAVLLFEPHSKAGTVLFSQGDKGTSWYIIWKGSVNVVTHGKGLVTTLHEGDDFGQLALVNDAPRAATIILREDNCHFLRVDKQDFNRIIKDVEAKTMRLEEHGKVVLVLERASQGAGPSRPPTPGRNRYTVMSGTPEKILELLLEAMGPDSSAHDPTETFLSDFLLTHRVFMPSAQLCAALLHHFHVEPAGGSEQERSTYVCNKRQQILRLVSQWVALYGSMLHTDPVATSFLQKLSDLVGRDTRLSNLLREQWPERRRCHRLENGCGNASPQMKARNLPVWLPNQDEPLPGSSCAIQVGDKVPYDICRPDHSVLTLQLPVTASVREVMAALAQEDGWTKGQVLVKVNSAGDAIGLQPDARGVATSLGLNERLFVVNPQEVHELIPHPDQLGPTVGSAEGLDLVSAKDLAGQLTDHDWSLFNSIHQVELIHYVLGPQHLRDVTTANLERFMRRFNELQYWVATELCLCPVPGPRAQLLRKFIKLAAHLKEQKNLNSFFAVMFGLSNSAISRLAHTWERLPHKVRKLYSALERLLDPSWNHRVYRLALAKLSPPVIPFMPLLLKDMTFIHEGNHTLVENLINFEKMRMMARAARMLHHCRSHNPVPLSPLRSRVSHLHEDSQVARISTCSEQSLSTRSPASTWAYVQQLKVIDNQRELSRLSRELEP
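Read-out is the fluorescence drop as BODIPY-GDP leaves Rap1B (480 nm excitation, 540 nm emission), recorded every 5 minutes over 30 minutes. Reactions held 100 nM EPAC1, 250 nM Rap1B–BODIPY-GDP and 50 uM GDP, with 6.5 mM cAMP setting full activation.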
PTHR1 agonist: activates the human parathyroid hormone receptor PTHR1 | actives 0.075% (n = 410,000) | Q03431 | Potency, µM (highest dose often 115 µM), for inactives: top-dose activation, most hits filed as activators | HEK293 GP2 PTHR1 cells, GloSensor cAMP luminescence, 1 h; note: nearly all actives have a fitted effect of over 55% in size; some results filed as inactive show a strong effect at the top dose; inactives centre near -15; many of its hits are not listed in these tables
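HEK-293-derived GP2 cells expressing PTHR1 and a GloSensor cAMP reporter, 3,000/well, plated overnight, given luciferin plus IBMX (each 0.5 mM as added) for 1 h at 37 °C, then compound for 1 h at 37 °C. Luminescence was read after 15 min at room temperature.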
TDP-43 yeast inh: rescues yeast growth from TDP-43 toxicity. Potency, µM (doses to about 46.1 µM), inactives show at the highest dose growth rescue (activation), most hits filed as activators. actives 1.8% (n = 410,000). TDP-43 expressing yeast growth rescue, BacTiter-Glo, 24 h; note: % of control where 0% means no effect; nearly all actives have a fitted effect of over 50% in size
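Cell-based yeast growth screen: TDP-43 expression induced in galactose, inoculum OD600=0.02 after raffinose pregrowth to mid-log. Read-out BacTiter-Glo luminescence at 24 hr, 30 deg C; inhibition of toxicity seen as signal increase.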
EPAC2 agonist: EPAC2 (human) agonism; EPAC2 activation, biochemical qHTS; response scale: 100% = 6.5 mM cAMP response; actives 0.079% (n = 360,000); AID 720711; Potency, µM (series often up to 154 µM), without a hit: top-dose activation, usual class: activators; note: nearly all actives have a fitted effect of over 50% in size
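Each well held 100 nM EPAC2, 250 nM RAP1B-BODIPY-GDP and 50 uM GDP. Fluorescence, read at 5-min intervals to 30 min, was referenced to a 6.5 mM cAMP positive control.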
EPAC1 antag: blocks human EPAC1 exchange factor; Potency, µM (titrated, usually from 115 µM), inactives show at the top dose activity change, negative = inhibition, hits mostly inhibitors; AID 720709; EPAC1 GEF assay, Rap1b-BODIPY-GDP exchange fluorescence; actives 0.14% (n = 360,000);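 note: plate controls were vehicle for no effect and positive control for full effect; nearly all actives have a fitted effect of over 50% in size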
FUS suppressor: FUS proteinopathy suppression in yeast; actives 0.24% (n = 390,000); Potency, µM (doses to about 76.6 µM), for the others: at the highest dose growth rescue (activation), hits mostly activators; S. cerevisiae FUS-expressing, growth rescue, OD600, 24 h;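 note: plate controls were DMSO vehicle for no effect and reference control for full effect; nearly all actives have a fitted effect of over 55% in size; some results filed as inactive show a strong effect at the top dose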
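Galactose (2%) drives FUS expression in yeast precultured in raffinose; seeding density OD 0.005. Test compounds incubated 24hr at 30C and 99% humidity before absorbance at 600 nm was measured.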
aSyn yeast inh: rescues yeast growth from alpha-synuclein toxicity. Potency, µM (highest dose often 46.1 µM), without a hit: at the top dose growth rescue (activation), most hits filed as activators. actives 0.14% (n = 370,000). AID 652106. Yeast expressing alpha-synuclein, growth rescue, BacTiter-Glo, 24 h; note: % of control where 0% means no effect; nearly all actives have a fitted effect of over 65% in size
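Screening used galactose-induced yeast with toxic alpha-synuclein levels, exposed to compound for 24 hr at 30 deg C. Cell growth, read with BacTiter-Glo luminescence, gave the measured signal.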
The depositor's hits bear a star; i = inactive; ? = inconclusive; . = no result given; & = joins results of further samples; [ ] = remark or other dose. Calls come from the whole dose curve; as a rule, active = well fitted curve in the direction sought with a large enough effect; inconclusive = small, poorly fitted or top-dose-only effect, or another doubt; inactive = no such curve, though single readings can be large; an effect the other way counts as inactive or inconclusive. Potency is the fitted concentration of half-maximal effect. Not all compounds are listed; the hit share may differ from the screen's.

SMILES	EPAC2 antagonist	EPAC1 ag	PTHR1 agonist	TDP-43 yeast inh	EPAC2 agonist	EPAC1 antag	FUS suppressor	aSyn yeast inh
NCCc1nnc(SCc2c(Cl)cccc2Cl)o1	-5%	9%	i	9%	3%	-14%	-2%	4%
COc1ccc(CC(NC(C)=O)C(=O)NC2CCN(c3nnnn3-c3ccccc3)CC2)cc1 (configuration not stated)	7%	-6%	i	-9%	5%	9%	8%	3%
O=C(NCc1cccnc1)Nc1cccc(C(F)(F)F)c1	-2%	-1%	i	-14%	-4%	-8%	-5%	0%
CCCn1nnnc1NCc1cccc(OC)c1OCC	-3%	-4%	?	-10%	-3%	11%	-6%	2%
NC(=S)N/N=C/c1ccc(-c2ccccc2)o1	-11%	3%	-4%	11µM*	11%	7%	-6%	10%
O=C(COc1cccnc1[N+](=O)[O-])Nc1cc(S(=O)(=O)N2CCCCC2)ccc1Cl	5%	-9%	i	-8%	-4%	13%	18%	5%
CC(=O)/C(N=Nc1ccc(C(=O)O)cc1[N+](=O)[O-])=C(\C)O	-13%	8%	i	16%	3%	-18%	-24%	-10%
CCOC(=O)c1cc(NC(=O)CNCC(c2ccccc2)N(C)C)cc(C(=O)OCC)c1 (configuration not stated)	-7%	-1%	-3%	-23%	0%	-21%	3%	-10%
CC(C)NS(=O)(=O)c1ccc(OCC(=O)N2CCCC2)c(Cl)c1	-4%	3%	-3%	-15%	8%	-3%	-32%	-5%
O=C(CSc1nc2c([nH]c3ccccc32)c(=O)n1-c1ccc(Cl)cc1)NCc1ccccc1	.	.	-14%	22%	.	.	-5%	3%
COc1ccc(-n2nc(C(=O)NCc3cc(OC)ccc3OC)c3c4ccccc4n(C)c3c2=O)cc1	-1%	1%	i	-6%	-1%	-9%	-4%	8%
COc1ccccc1-n1c(-c2ccccc2)c[nH]c1=S	-5%	10%	-19%	0%	-4%	11%	-23%	7%
COc1cc(OC)c(OC)cc1/C=N/NC(=O)CCc1c(C)n[nH]c1C	1%	-7%	i	14%	-3%	1%	0%	3%
Clc1ccc2c(SCC3CO3)c3ccccc3nc2c1 (configuration not stated)	-3%	-3%	-35%[inhibitor]	?	-2%	-2%	.	-70%[inhibitor]
CCCC(=O)NC(c1ccccc1Cl)c1ccc2cccnc2c1O (configuration not stated)	-11%	-5%	?	.	-2%	?	37%	11%
O=C1NC2(CCc3ccccc32)C(=O)N1CCOc1ccc(Cl)cc1 (configuration not stated)	7%	11%	-43%[inhibitor]	16%	13%	-9%	43%	1%
CNc1oc(-c2cccc3ccccc23)nc1C#N	-4%[57.1 µM]	0%	-16%[57.5 µM]	-8%	14%	8%	25%	-1%
O=C(NNC(=O)c1cccc(Br)c1)C(=O)N1CCCCC1	6%	12%	i	24%	-1%	2%	-36%	14%
O=C1NC[C@H](Cc2ccc(O)cc2)N(CCc2cccc(F)c2)C1=O	13%	-11%	2%	-33%	5%	-9%	-20%	-1%
S=C(NCC1CCCO1)N1CCN(c2nc(-c3ccccc3)cs2)CC1 (configuration not stated)	-1%	15%	-19%	?	16%	-25%	25%	-5%
O=C(NNc1ccc([N+](=O)[O-])cc1)C1CC1c1ccccc1 (configuration not stated)	4%	9%	-58%[inhibitor]	13%	-5%	3%	-10%	0%
COc1ccc(Cl)cc1NC(=O)c1cc(C)no1	0%	4%	i	8%	6%	14%	-8%	-1%
OCC1OC(n2cnc3c(NC4CCCC4)ncnc32)C(O)C1O (configuration not stated)	6%	-29%	-21%	13%	8%	-5%	-42%	-6%
Nc1nc(Cl)cc(-c2ccccc2)n1	6%	13%	i	15%[9.22 µM]	12%	-7%	23%	1%
COc1ccc(Oc2ncc(CN3CCN(c4ccccc4)CC3)s2)cc1	-6%	5%	i	2%	13%	-3%	1%	-6%
Cc1ccccc1CS(=O)(=O)Cc1ccc(C(=O)NCCCN2CC(C)CC(C)C2)o1 (configuration not stated)	4%	7%	-14%	-4%	-7%	8%	-6%	-8%
CCOC(=O)C1CCN(C(=O)CCS(=O)(=O)c2cc3c(cc2Cl)NC(=O)CO3)CC1	.	.	i	4%	.	.	-13%	-6%
COc1ccccc1CN(C(=O)c1ccco1)C(C(=O)NC1CCCC1)c1ccncc1 (configuration not stated)	-1%	7%	-5%[57.5 µM]	2%	-85%[inhibitor][15.6 µM]	-17%	18%	-1%
CC12CCC(=O)N1C(C(=O)OCC(=O)Nc1ccc(C(F)(F)F)cc1)CS2 (configuration not stated)	-3%	6%	-3%	4%	4%	-6%	20%	2%
Cc1cc(C(=O)CSc2nnc(-c3ccco3)o2)c(C)n1C	0%	-7%	-14%	9%	1%	-11%	29%	4%
CC(=O)c1ccc(NC(=O)c2cc(S(=O)(=O)N3CCOCC3)ccc2C)cc1	3%	-8%	-19%&-24%	17%&16%	14%	7%	6%&5%	3%
N#C/C(=C/c1ccc(N2CCCC2)c([N+](=O)[O-])c1)c1nc2ccccc2[nH]1	5%	-2%	-38%[inhibitor]	21%	-6%	-2%	16%	.
Cn1nc(C(F)(F)F)c2cc(NC(=O)OCc3ccc(C(C)(C)C)cc3)sc21	-25%	8%	-4%	7%	5%	-17%	17%	8%
CC(C)CCOCC(O)CCC(=O)NNC(=S)Nc1ccccc1 (configuration not stated)	3%[57.1 µM]	0%	i	7%	11%	1%	-7%	3%
CCNc1nc(NCC)nc(SCCOC(=O)Nc2ccc(Cl)cc2Cl)n1	7%	-3%	-11%	4%	-2%	-12%	.	-10%
O=C(Nc1ccc(O)c(-c2nc3ccccc3o2)c1)c1cccs1	.	.	i	20%	.	.	-19%	4%
Cc1ccc(S(=O)(=O)NC(c2ccccc2)C(C)C(=O)n2nc(C)cc2C)cc1 (configuration not stated)	-11%	10%	-43%	-19%	19%	-21%	18%	5%
Fc1ccc(Oc2cc(N3CCOCC3)nc(-c3ccccc3)n2)c(F)c1	-10%	15%	i	16%	-6%	0%	28%	-1%
O=C(Nc1ccc(C(=O)OC2CCCCC2)cc1)c1ccncc1	-15%	3%	-11%	?	-6%	-12%	16%	-5%
CCN(CC)c1ccc(NS(=O)(=O)c2ccc(-c3coc(C)n3)cc2)c(C)c1	.	.	-25%	8%	.	.	0%	?

Part of the list above, showing only EPAC1 antag, EPAC1 ag and TDP-43 yeast inh.
smiles	EPAC1 antag	EPAC1 ag	TDP-43 yeast inh
CCNc1nc(NCC)nc(SCCOC(=O)Nc2ccc(Cl)cc2Cl)n1	-12%	-3%	4%
CC(=O)c1ccc(NC(=O)c2cc(S(=O)(=O)N3CCOCC3)ccc2C)cc1	7%	-8%	17%&16%
CC(C)CCOCC(O)CCC(=O)NNC(=S)Nc1ccccc1 (configuration not stated)	1%	0%	7%
OCC1OC(n2cnc3c(NC4CCCC4)ncnc32)C(O)C1O (configuration not stated)	-5%	-29%	13%

An excerpt from above in order of their number in EPAC1 ag, smallest number first:
smiles	EPAC2 antagonist	EPAC1 ag	PTHR1 agonist	EPAC2 agonist	EPAC1 antag
Cc1cc(C(=O)CSc2nnc(-c3ccco3)o2)c(C)n1C	0%	-7%	-14%	1%	-11%
Cc1ccccc1CS(=O)(=O)Cc1ccc(C(=O)NCCCN2CC(C)CC(C)C2)o1 (configuration not stated)	4%	7%	-14%	-7%	8%
Fc1ccc(Oc2cc(N3CCOCC3)nc(-c3ccccc3)n2)c(F)c1	-10%	15%	i	-6%	0%

Later entries:
SMILES	EPAC2 antagonist	EPAC1 ag	PTHR1 agonist	TDP-43 yeast inh	EPAC2 agonist	EPAC1 antag	FUS suppressor	aSyn yeast inh
CC1CC(C)CN(CCCNC(=O)c2ccc3nc(N4CCCCC4)sc3c2)C1 (configuration not stated)	12%	-10%	i	17%	4%	2%	-14%	1%
CCOC(=O)N1CCN(C(=O)c2ccc([N+](=O)[O-])cc2Cl)CC1	3%	0%	i	?	5%	4%	-10%	1%
O=C(Nc1ccc(S(=O)(=O)NCC2CCCO2)cc1)c1ccc(Cl)cc1[N+](=O)[O-] (configuration not stated)	-2%	3%	i	2%	3%	-15%	-7%	-16%
CC(C)CC1=NN(C(=O)c2cccnc2)C(O)(C(F)(F)F)C1 (configuration not stated)	9%	-4%	-4%	17%	7%	18%	-21%	6%
CCOc1ccc2nc(N3CCCCCC3)sc2c1	-3%	8%	-35%[inhibitor][57.5 µM]	2%	3%	-4%	13%	0%
CCC(C)Sc1ccc(-c2nc3ccc(C)cn3c2NCc2ccccc2)cc1 (configuration not stated)	0%&5%	-11%&-8%	-5%&-29%	-5%&12%	-2%&4%	1%&-6%	4%&12%	-4%&-7%
C#CCNC(=O)C1=C[C@H](c2cn(C(C)=O)c3ccccc23)[C@@H](CCCO)[C@H](OCC)O1	-5%	-22%	i	-6%	4%	9%	-8%	-5%
CCN1C=C(Cc2ccc(F)cc2)C2=C(C1)C(c1ccc(F)cc1)C(C#N)=C(N)O2 (configuration not stated)	-22%	20%	-13%	-7%	22%	-14%	24%	6%
COc1cccc(NC(=O)C(=O)c2cn(CC(=O)N3CCCC3)c3ccccc23)c1	1%	17%	-34%[inhibitor]	7%	8%	-6%	32%	1%
COc1ccc(CCNC(=O)COC(=O)Cn2cnc3ccccc32)cc1OC	1%	4%	i	-10%	0%	5%	6%	-1%
CCOC(=O)COc1ccsc1C(=O)OC	-1%	-3%	-24%	-3%	6%	3%	-16%	.
CCOc1ccccc1NC(=O)c1cc2ccccc2oc1=O	-10%	-7%	-6%	-1%	-1%	-19%	-21%	-9%
O=C1c2sccc2-c2cccc3cccc1c23	-10%	5%	i	-52%[inhibitor]	22%	-2%	-5%	?
COc1cc(OC)cc(-n2nc(C(=O)NCCCN3CCOCC3)c3ccccc3c2=O)c1	9%	-4%	22%[57.5 µM]	-3%	6%	0%	-2%	-1%
CC1CCN(C(=O)CCS(=O)(=O)c2cc3c(cc2Cl)NC(=O)CO3)CC1	6%	-3%	i	8%&-9%	2%	3%	-15%&-6%	?
O=C(NC1CC2CCCC(C1)N2Cc1ccco1)NC12CC3CC(CC(C3)C1)C2 (configuration not stated)	0%	-1%	i	5%	0%	4%	10%	8%
COc1ccc(NC(C)=O)cc1S(=O)(=O)Nc1ccc(S(=O)(=O)N2CCCCC2)cc1	5%	12%	i	-1%	7%	-1%	10%	-5%
CCn1ccc2cc(S(=O)(=O)N3CCCN(C(=O)Nc4cccc(Cl)c4)CC3)ccc21	.	.	-17%	31%	.	.	?	1%

Source: PubChem
